RGS4 inh = RGS4 inhibitors, primary screen, cell-based, HEK293 M3R inducible RGS4, calcium flux. hit rate 0.45% among 310,000. Fluo-4 calcium flux; active compounds read high; triggered by carbachol at its EC20. B-score at 10 µM. Regulator of G-protein signaling 4 (Homo sapiens), P49798;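 active means B-score, a plate-corrected calcium signal, over three deviations above library mean, with baseline fluorescence within five deviations of library mean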;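 further: RGS4 expression induced by doxycycline in cells with stable M3 receptor; B-score is computed from the integrated fluorescence ratio over baseline after carbachol; higher B-score means a larger calcium signal and so more RGS4 inhibition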
Target sequence (P49798 whole entry, looked up): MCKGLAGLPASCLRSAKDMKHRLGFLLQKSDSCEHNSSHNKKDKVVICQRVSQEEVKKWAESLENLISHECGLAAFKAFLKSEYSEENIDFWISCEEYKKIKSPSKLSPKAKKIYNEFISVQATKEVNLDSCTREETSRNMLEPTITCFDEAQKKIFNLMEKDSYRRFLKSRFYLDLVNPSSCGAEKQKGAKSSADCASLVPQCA
GSK3A inh = blockers of GSK3A enzyme activity – biochemical, luminescence, cell-free homogeneous, HTS, primary screen | GSK-3 alpha kinase, ADP-Glo luminescence, 60 min | inhibition, % at 10 µM | hit rate 0.1% among 320,000 | AID 2650, 2010;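 in the data active means inhibition above about 50%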;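 further: GST-tagged GSK-3 alpha with peptide substrate and 25 µM ATP; 0% = DMSO neutral wells and 100% = GW8510 positive control wells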
KCNK9 inh = KCNK9 potassium channel inhibitors, primary screen, HEK293 cells, thallium flux; Potassium channel subfamily K member 9 (Homo sapiens), Q9NPC2; FluxOR thallium flux fluorescence; active compounds read low; B-score at 10 µM; hit rate 1.2% among 310,000;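 active means ratio B-score over 3 SD below the library mean, with starting fluorescence within 5 SD of its mean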;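 further: negative B-score means less thallium flux so channel inhibition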
Target sequence (Q9NPC2 whole entry, looked up): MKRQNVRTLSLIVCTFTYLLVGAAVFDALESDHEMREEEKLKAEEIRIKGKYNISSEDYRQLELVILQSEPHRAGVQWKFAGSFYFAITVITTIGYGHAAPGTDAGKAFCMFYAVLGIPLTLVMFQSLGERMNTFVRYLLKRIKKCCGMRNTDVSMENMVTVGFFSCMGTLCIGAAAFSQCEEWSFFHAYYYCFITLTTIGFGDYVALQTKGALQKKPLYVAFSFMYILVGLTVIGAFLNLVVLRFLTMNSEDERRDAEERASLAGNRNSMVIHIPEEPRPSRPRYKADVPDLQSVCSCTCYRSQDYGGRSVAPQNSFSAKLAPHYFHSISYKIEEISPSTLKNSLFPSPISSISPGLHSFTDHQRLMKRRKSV
KCNQ1 inh = inhibitors of human KCNQ1 channel, primary screen, cell-based, thallium flux, high-throughput | CHO-K1 KCNQ1, FluxOR thallium flux fluorescence; active compounds read high | Potassium voltage-gated channel subfamily KQT member 1 (Homo sapiens), P51787 | B-score at 10 µM | hit rate 1.3% among 310,000;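 active means compounds whose thallium flux B-score, printed positive for inhibition, exceeds three library SD while starting fluorescence stays within three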;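 further: channel opened by potassium depolarization with thallium stimulus after 20 min compound exposure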
RGS4 act = RGS4 potentiators or activators, primary screen, cell-based, HEK293 M3R inducible RGS4, calcium flux; carbachol calcium flux Fluo4; active compounds read low; B-score at 10 µM; hit rate 0.92% among 310,000;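 active means B-score of the integrated calcium signal more than 4 SD below the library mean, with starting fluorescence not abnormally high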;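 further: negative B-score means reduced calcium response which marks RGS4 activation or potentiation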
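test system = HEK293 cells with stable M3R and inducible RGS4 | schedule = recording 10 s baseline at 1 Hz, 100 s post-agonist | technique = Fluo4-AM (2 µM) calcium-flux fluorescence, kinetic read | measure = Agonist-evoked peak-minus-minimum fluorescence over baseline, integrated ratio, B score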
KCNK3 inh = human KCNK3 channel inhibitors, primary screen, CHO cells, FluxOR thallium flux, B-score | FluxOR fluorescence; active compounds read low | B-score at 10 µM | hit rate 0.84% among 340,000;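 active means B-score under library mean minus 4 SD, starting fluorescence ratio at most library mean plus 5 SD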;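 further: more negative B-score means stronger inhibition of thallium flux through KCNK3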
hERG rescue = hERG rescue from dofetilide block, primary screen, cell-based, CHO-hERG, FluxOR thallium flux, dofetilide IC70; dofetilide IC70 present; activation (rescue from dofetilide block), less the hit threshold, % at 10 µM; hit rate 0.51% among 310,000; AID 1511, 2009;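 active means activation above the mean of controls blocked by dofetilide plus 5 SD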;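 further: thallium influx through hERG after potassium depolarization seen as dye fluorescence rise; in these data hits start at about 4.7%; inactives centre near -7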
DYRK1A inh = rat Dyrk1A kinase inhibitors, primary screen, biochemical, single point, plate reader; AID 504441, 2011; ADP-Glo luminescence, NFATc1 peptide; inhibition, % at 12.5 µM; Dual specificity tyrosine-phosphorylation-regulated kinase 1A (Rattus norvegicus), Q63470; hit rate 0.43% among 310,000; in the data active means inhibition above about 50%;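 further: plate controls were vehicle with enzyme for no effect and no enzyme for full effect; many of its hits are not listed in these tables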
GSK3beta inhib = human GSK3beta kinase inhibitors, primary screen, biochemical, cell-free homogeneous, HTS | Glycogen synthase kinase-3 beta (Homo sapiens), P49841 | hit rate 0.038% among 300,000 | activity score (negative = inhibition), % at 10 µM | AID 2097, 2009 | GST-GSK3beta kinase, ADP-Glo luminescence, 60 min; active compounds read low;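 active means more than half of replicate wells score below -50%, meaning over 50% inhibition versus plate controls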;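 further: 0% = median DMSO wells and -100% = median GW8510 positive control wells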
Target sequence (P49841 whole entry, looked up): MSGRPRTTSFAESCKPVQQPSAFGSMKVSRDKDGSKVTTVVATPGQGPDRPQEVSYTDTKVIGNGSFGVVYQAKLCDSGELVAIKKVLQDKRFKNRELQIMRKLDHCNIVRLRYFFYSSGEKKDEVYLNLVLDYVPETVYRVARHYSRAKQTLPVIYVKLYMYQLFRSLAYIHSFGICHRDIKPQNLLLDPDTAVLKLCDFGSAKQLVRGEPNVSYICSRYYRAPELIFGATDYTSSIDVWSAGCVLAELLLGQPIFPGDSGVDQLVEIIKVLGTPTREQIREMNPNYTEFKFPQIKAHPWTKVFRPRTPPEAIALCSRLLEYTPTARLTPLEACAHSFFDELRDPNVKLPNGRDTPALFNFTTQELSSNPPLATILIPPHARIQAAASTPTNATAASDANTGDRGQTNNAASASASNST
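Assay system: GST-tagged human GSK3beta kinase, cell-free; Input: 1.6 ng GSK3beta; Medium: Tris/MgCl2 kinase buffer; Timing: 60 min enzyme reaction, room temperature; Signal: ADP-Glo luminescence quantifying ADP generated by kinase; Evaluation: score relative to plate controls; Benchmarks: DMSO neutral wells and GW8510 at 20 µM as positive.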
KCNQ1 pot = potentiators or activators of KCNQ1 channel, primary screen, cell-based, thallium flux, high-throughput; Potassium voltage-gated channel subfamily KQT member 1 (Homo sapiens), P51787; hit rate 0.35% among 310,000; B-score at 10 µM; AID 2648, 2010; CHO-K1 KCNQ1, thallium flux FluxOR fluorescence; active compounds read high;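 active means fluorescence ratio B-score, a plate-corrected score, at least three library SD, with initial intensity B-score within 5 SD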
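Assay system: stable KCNQ1 CHO-K1 line; medium: assay buffer, equal DMSO in all wells; timing: 90 min dye loading and 20 min compound exposure, both at room temperature; technique: kinetic FluxOR thallium fluorescence, 10-s 1-Hz baseline, 110-s post-stimulus read; read-out basis: B score of baseline-normalized fluorescence ratio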
PolyA inhibitor = polyadenylation inhibitors in yeast reporter cells, primary screen, luminescence, S. cerevisiae. S. cerevisiae SKY197-pL101 polyadenylation reporter, beta-gal luminescence; efflux-impaired pdr1/pdr3 knockout yeast; score 100 = 6 SD above DMSO. calls only at 12 µM. hit rate 0.02% among 300,000. AID 1875, 2009;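 active means lowest replicate activity score at least 50, where 100 means six control SD above control mean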;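 further: yeast exposed to compound for 9 h at 30 °C; higher score means more reporter readthrough which indicates perturbed polyadenylation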
* marks the source's active call; other numbers are inactive results; i = inactive; . = not tested or not shown.

SMILES | RGS4 inh | GSK3A inh | KCNK9 inh | KCNQ1 inh | RGS4 act | KCNK3 inh | hERG rescue | DYRK1A inh | GSK3beta inhib | KCNQ1 pot | PolyA inhibitor
CCc1cc2c(=O)c(-c3nc4ccccc4n3C)coc2c(CN2CCN(C)CC2)c1O | i | 0 | i | i | i | i | -14 | 24 | 1 | i | i
Fc1ccc2[nH]c3c(NCCN4CCOCC4)ncnc3c2c1 | i | 4 | i | i | i | i | -10 | 22 | 10 | i | i
CCN(CC)S(=O)(=O)c1ccc(-c2cn3cc(Cl)ccc3n2)cc1 | i | -2 | i | i | i | i | -3 | -6 | . | i | i
NC(=O)c1nsc(C(=O)N(c2ccc(F)cc2)C(C(=O)NCC2CCCO2)c2ccc3ncccc3c2)c1N (stereo not drawn) | i | -2 | i | i | i | i | -8 | 4 | 0 | i | i
O=C1COc2ccc(NC(=O)N3CCN(c4ccc(F)cc4)CC3)cc2N1 | i | 5 | i | i | i | i | -15 | 3 | 2 | i | i
Cc1cc(NCCN2CCOCC2)n2c(nc3ccccc32)c1C#N | i | 1 | i | i | i | i | -4 | -5 | -4 | i | i
Cc1cc(C)c(NC(=O)c2ccc(CNS(=O)(=O)c3cc(C(F)(F)F)ccc3Cl)cc2)c(C)c1 | i | 0 | i | i | i | i | -8 | -4 | -2 | i | i
Cc1cc(=O)oc2cc(O[C@@H]3O[C@H](CO)[C@H](O)[C@H](O)[C@H]3O)ccc12 | i | -2 | i | i | i | i | -1 | -2 | 1 | i | i
Cc1ccc(S(=O)(=O)NCC(=O)N(CC(=O)NCc2ccco2)Cc2ccco2)cc1 | i | 1 | i | i | i | i | -8 | -6 | -17 | i | i
c1ccc2c(c1)COC(CN1CCCCC1)OC2 | i | -3 | i | i | i | i | -17 | -1 | -2 | i | i
CCOC(=O)CNC(=O)CSc1nc(Cc2ccccc2)nc2ccccc12 | i | -1 | i | i | i | i | -4 | -6 | 7 | i | i
CC1CN(C(=O)c2ccccc2)C(=Nc2cccc(S(=O)(=O)N(C)C)c2)S1 (stereo not drawn) | i | -2 | i | i | i | i | -9 | 1 | 2 | i | i
C=C(C)[C@@H]1CC[C@]2(C(=O)O)CC[C@]3(C)[C@H](CC[C@@H]4[C@@]5(C)CC[C@H](O)C(C)(C)[C@@H]5CC[C@]43C)[C@@H]12 | i | -4 | i | i | i | i | -2 | -2 | 0 | i | i
Cc1ccc(F)cc1NC(=O)N1CCN(c2ccnc3cc(Cl)ccc23)CC1 | i | 1 | i | i | i | i | -11 | . | 2 | i | i
Cc1cccc(OCCn2ccnc2)c1C | i | -2 | i | i | i | i | -11 | 22 | 0 | i | i
CCN(CC)CCn1c2c(c(SCC(=O)NCc3ccccc3)nc1=O)CCC2 | i | 0 | i | i | i | i | -9 | . | -3 | i | .
O=c1c(-c2ccc(F)cc2)[n+]([O-])c2ccccc2n1OCc1ccccn1 | i | 3 | i | i | i | i | -6 | 0 | 1 | i | i
COC(=O)c1scc(C)c1NC(=O)C1CCCCC1 | i | -1 | i | i | i | i | -6 | -3 | -1 | i | i
Cc1cc(C(=O)O)ccc1-c1ccc(/C=C2\NC(=O)N(Cc3ccccc3Cl)C2=O)o1 | i | -3 | i | i | i | i | -8 | 2 | -1 | i | i
COc1cccc(OC)c1Oc1ccc(C(F)(F)F)cn1 | i | 2 | i | 7* | i | i | 3 | 7 | -1 | i | i
COc1ccc(Cl)cc1NC(=S)Nc1cccnc1 | i | 0 | i | i | i | i | -4 | 1 | 2 | i | i
CCn1ncc([N+](=O)[O-])c1C(=O)N1CCCC1 | i | -1 | i | i | i | i | -1 | 8 | 1 | i | i
COC(=O)c1ccccc1CSc1nsc(/C=C/N(C)C)c1C#N | i | -3 | i | 6* | i | i | -20 | -1 | -1 | i | i
NS(=O)(=O)c1ccc(NC(=O)/C(=C/c2ccncc2)NC(=O)c2ccccc2)cc1 | i | -2 | i | i | i | i | -6 | 1 | -1 | i | i
O=C(CC1c2ccccc2Oc2ccccc21)Nc1ccccc1C(F)(F)F | i | 1 | i | i | i | i | -6 | 0 | 1 | i | i
CCc1c(C)nc(SCC(=O)Nc2ccc(Br)cc2)[nH]c1=O | i | -4 | i | i | i | i | -13 | -3 | 3 | i | i
C=CCn1c(COc2ccc(CC)cc2)nnc1SC/C(O)=C(\C#N)c1nc2ccccc2[nH]1 | i | 1 | i | i | i | i | 0 | . | -3 | i | i
CCOCCOC(=O)C1=C(C)N(C)C(=O)NC1c1ccccc1F (stereo not drawn) | i | -4 | i | i | i | i | -14 | 0 | 3 | i | i
Cc1ccc(S(=O)(=O)N2CCN(C(=O)CSc3nc4ccccc4o3)C2)cc1 | i | 1 | i | i | i | i | -3 | -4 | -2 | i | i
CC(/C=C/c1ccccc1)=N\NC(=S)NC(C)C | i | -2 | i | i | i | i | -9 | 4 | 2 | i | i

3 of the entries above in order of the DYRK1A inh value, descending:
Structure,RGS4 inh,GSK3A inh,KCNK9 inh,KCNQ1 inh,KCNK3 inh,DYRK1A inh,GSK3beta inhib,PolyA inhibitor
COc1ccc(Cl)cc1NC(=S)Nc1cccnc1,i,0,i,i,i,1,2,i
O=C(CC1c2ccccc2Oc2ccccc21)Nc1ccccc1C(F)(F)F,i,1,i,i,i,0,1,i
Cc1ccc(S(=O)(=O)N2CCN(C(=O)CSc3nc4ccccc4o3)C2)cc1,i,1,i,i,i,-4,-2,i

(cont.)
SMILES | RGS4 inh | GSK3A inh | KCNK9 inh | KCNQ1 inh | RGS4 act | KCNK3 inh | hERG rescue | DYRK1A inh | GSK3beta inhib | KCNQ1 pot | PolyA inhibitor
CCCC1C(c2ccc(OC)cc2)C(C#N)(C#N)C2(C#N)CC1(N)NC2=O (stereo not drawn) | i | -3 | i | i | i | i | -10 | -106 | 1 | i | i
CCN(C(=O)COC(=O)c1cc(S(=O)(=O)N2CCc3ccccc32)ccc1OC)C1CCS(=O)(=O)C1 (stereo not drawn) | i | -3 | i | i | i | i | -10 | -1 | 4 | i | i
Cc1cc(SCC(=O)NCC(c2cccs2)N2CCOCC2)c(C)cc1Br (stereo not drawn) | i | -1 | i | i | i | i | -11 | -2 | 0 | i | i
CCOc1ccc(CN2CCN(C(=O)c3ccccc3)CC2)cc1 | i | -2 | i | i | i | i | -3 | -1 | 5 | i | i
CC(=O)c1cccc(NS(=O)(=O)c2cc3c(cc2C)N(C(C)=O)CCO3)c1 | i | 1 | i | i | i | i | 0 | -5 | -1 | i | i
Cc1ccc(C(C(=O)NC2CCCC2)N2CCCCC2)cc1 (stereo not drawn) | i | -2 | i | i | i | i | 0 | -1 | 0 | i | i
COc1ccc(C(=O)COC(=O)CCN=C2NS(=O)(=O)c3ccccc32)c(OC)c1 | i | 1 | i | i | i | i | -14 | 18 | 4 | i | i
CCOC(=O)Cc1csc(NC(=O)c2cccc(OC)c2)n1 | i | 0 | i | i | i | i | -9 | 10 | 2 | i | i
CCOC1(C(F)(F)F)NC(=O)N(Cc2ccc(OC)cc2)C1=O (stereo not drawn) | i | -3 | i | i | i | i | -9 | -2 | 2 | i | i
CCCCOc1ccccc1C1CC(=O)NC2=C1C(=O)CCC2 (stereo not drawn) | i | -25 | i | i | i | i | -9 | -8 | 1 | i | i
CN1CCN(NC(=O)c2cn(-c3ccccc3)nc2-c2cccc(Br)c2)CC1 | i | -3 | i | i | i | i | -7 | -16 | -1 | i | i
COc1cc(C2CC(=O)N3CN(c4ccccc4C)CSC3=C2C#N)cc(OC)c1OC (stereo not drawn) | i | -1 | i | i | i | . | -13 | . | -1 | i | i
COc1ccc2cc3cc(C(=O)N4CCN(Cc5ccc6c(c5)OCO6)CC4)oc3nc2c1 | i | 0 | i | i | i | i | -10 | 31 | 0 | i | i
COc1ccc(C(O)Cc2nc3ccccc3n2C)cc1OC (stereo not drawn) | i | 0 | i | i | i | i | -4 | 4 | 6 | i | i
CC(=O)N[C@@H](Cc1c[nH]c2ccccc12)C(=O)NC1CC1 | i | -2 | i | i | i | i | -2 | 8 | 4 | i | i
Cc1ccc(N(Cc2ccccc2)C(=O)c2cccc(S(=O)(=O)N3CC(C)OC(C)C3)c2)cc1 (stereo not drawn) | i | -3 | i | i | i | i | -16 | 1 | 0 | i | i
COc1ccc(-c2cc(C(F)(F)F)c3c(N)c(C(=O)NCCSC)sc3n2)cc1 | i | 2 | i | i | i | i | 2 | -2 | 1 | i | i
O=C(Nc1ccc(F)cc1)Nc1ccc(NC(=O)c2ccccc2O)cc1 | i | -2 | i | i | i | i | -9 | . | 0 | i | i
O=C(Nc1ccccc1)C1=C[C@@H](c2ccc(C(F)(F)F)cc2)C[C@@H](OCCCCO)O1 | i | -1 | i | i | i | i | -3 | 0 | -1 | i | i
COc1cccc(C2C(C(=O)c3sc(C)nc3C)=C(O)C(=O)N2CCN2CCOCC2)c1 (stereo not drawn) | i | -3 | i | i | i | i | -9 | -3 | -1 | i | i
C=CCCCCCCCCc1nc(SCC(=O)O)n[nH]1 | i | 0 | i | i | i | i | -14 | -1 | 6 | i | i
Cn1c(CS/C(N)=N/N=C/c2ccccc2)c(Br)c(=O)n1-c1ccccc1 | i | 2 | i | i | i | i | -10 | 5 | -1 | i | i
CCOC(=O)c1oc2nc(C(C)C)c3c(c2c1N)CCC3 | i | 22 | i | i | i | i | -11 | 0 | 0 | i | i
COc1ccc(S(=O)(=O)N2CCC(C(=O)N[C@@H](C)C(=O)N3CCCCCC3)CC2)cc1 | i | -1 | i | i | i | i | -4 | -3 | -2 | i | i
N=c1c2c3c(sc2ncn1Cc1ccccc1)CCCC3 | i | 2 | i | i | i | i | -5 | 9 | 0 | i | i

An excerpt; the hit share may differ from the screen's.
